# EPAC2 agonist = EPAC2 (human) agonism; EPAC2 activation, biochemical qHTS; response scale: 100% = 6.5 mM cAMP response; Potency, µM (titrated, usually from 154 µM), for inactives: top-dose activation, actives largely listed as activators; 360,000 tested, 0.079% active; AID 720711; note: potency is the fitted concentration of half-maximal effect; nearly all actives have a fitted effect of over 50% in size
# Target sequence (Q8WZA2 whole entry, looked up): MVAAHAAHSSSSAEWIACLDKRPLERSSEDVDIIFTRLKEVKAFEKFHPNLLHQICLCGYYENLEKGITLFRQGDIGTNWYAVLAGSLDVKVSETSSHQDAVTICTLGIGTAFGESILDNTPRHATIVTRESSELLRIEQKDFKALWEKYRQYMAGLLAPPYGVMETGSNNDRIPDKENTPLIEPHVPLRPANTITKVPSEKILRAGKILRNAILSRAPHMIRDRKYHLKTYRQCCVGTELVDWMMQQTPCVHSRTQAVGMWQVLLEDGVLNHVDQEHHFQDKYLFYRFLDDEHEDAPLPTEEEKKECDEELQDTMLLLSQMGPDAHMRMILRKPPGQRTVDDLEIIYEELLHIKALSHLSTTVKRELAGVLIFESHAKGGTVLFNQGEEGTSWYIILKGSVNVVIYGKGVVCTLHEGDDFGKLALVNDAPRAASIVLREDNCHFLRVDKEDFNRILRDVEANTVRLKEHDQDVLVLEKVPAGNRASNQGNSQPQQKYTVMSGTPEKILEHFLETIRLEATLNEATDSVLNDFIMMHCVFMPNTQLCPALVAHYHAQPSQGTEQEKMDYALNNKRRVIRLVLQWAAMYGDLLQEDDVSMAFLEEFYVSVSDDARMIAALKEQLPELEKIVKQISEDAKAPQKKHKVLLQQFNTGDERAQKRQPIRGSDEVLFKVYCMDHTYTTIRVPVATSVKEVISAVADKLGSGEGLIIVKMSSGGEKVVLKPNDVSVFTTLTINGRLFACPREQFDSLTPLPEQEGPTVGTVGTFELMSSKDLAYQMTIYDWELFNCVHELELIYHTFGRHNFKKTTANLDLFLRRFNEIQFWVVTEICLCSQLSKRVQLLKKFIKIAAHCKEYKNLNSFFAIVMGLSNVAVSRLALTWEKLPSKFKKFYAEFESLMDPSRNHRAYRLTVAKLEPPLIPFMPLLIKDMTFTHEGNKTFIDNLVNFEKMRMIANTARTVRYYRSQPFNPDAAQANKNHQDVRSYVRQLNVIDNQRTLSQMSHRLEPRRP
#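 Readout is BODIPY fluorescence (480 nm excitation, 540 nm emission), which falls as labeled GDP is exchanged off Rap1B. EPAC2 at 100 nM acted on 250 nM RAP1B-BODIPY-GDP with 50 uM GDP present.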
# IL2 activator = activators of IL-2; IL-2 activation reporter assay, cell-based qHTS; stimulated with anti-CD3/CD4/CD28 beads; in transgenic mouse T cells; activation, % (series mostly up to about 46 µM); 360,000 tested, 0.065% active; in the data active = activation above about 50%; inconclusive = mostly about 30% to 49%; note: 0% is about no effect
#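 Readout is EGFP and DsRed signal by fluorescent plate cytometry after 18 h at 37 degrees C. Transgenic mouse T cells (750/well) received compound for 60 min before bead stimulation (anti-CD3, anti-CD4, anti-CD28); memory T cells served as non-tolerant control.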
# HepG2 viability = HepG2 cytotoxicity, counter-screen for TGF-b inhibitors | HepG2 CAGA-GFP viability, ATP luminescence, 18 h | 410,000 tested, 0.76% active | AID 588856 | Potency, µM (top dose mostly 46.1 µM), for the others: top-dose activity change, negative = cytotoxicity, hits mostly cytotoxic; note: potency is the fitted concentration of half-maximal effect; some results filed as inactive show a strong effect at the top dose
#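 HepG2 CAGA-GFP cells (1000/well, DMEM with 1% FBS) received compound, then TGF-beta at 500 pg/mL final, and were incubated 18 hours at 37 degrees C. Viability was read by CellTiter-Glo luminescence. Media-only wells were set as complete cell-killing and DMSO as no toxicity.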
# Nrf2 ARE act = Nrf2 pathway activation; AID 624171; 410,000 tested, 0.31% active; Potency, µM (top dose mostly 46.1 µM), inactives show at the top dose activation, hits mostly activators; AREc32 ARE-luciferase reporter (MCF7-derived line), luminescence, 24 h; note: potency is the fitted concentration of half-maximal effect; % of control where 0% means no effect; nearly all actives have a fitted effect of over 65% in size
#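 Luminescent ARE reporter assay in AREc32_Fluc cells: overnight plating at 37 deg C, 24 hr compound incubation, Steady-Glo added, 30 min RT before reading.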
# A549 viability = kills or reduces viability of A549 cells in Nrf2 counter-screen. A549 ARE-Fluc cells, CellTiter-Fluor viability, 18-24 h. 390,000 tested, 0.16% active. Potency, µM (highest dose often 46 µM), for the others: at the top dose activity change, negative = cytotoxicity, usual class: inhibitors; note: potency is the fitted concentration of half-maximal effect; % is set by controls: 0 for no effect and ±100 for the full control effect
#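 A549 ARE-Fluc cells in 5% FBS OPTI-MEM, 5000 cells/well, rested 2 h then exposed to compounds in concentration-response for 18-24 h at 37 °C. Viability by CellTiter-Fluor fluorescence (Ex 405/Em 525) after 30 min; luciferase luminescence (BugLite, 15 min, RT) read afterwards.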
# TGFb SMAD3 inh = blocks TGF-b signaling; HepG2 CAGA-GFP TGF-b/SMAD3 reporter, GFP fluorescence, 18 h; TGF-beta stimulated, 500 pg/mL final; Potency, µM (doses to about 46.1 µM), for the others: top-dose activity, negative = inhibition, hits mostly inhibitors; 410,000 tested, 1.2% active; note: potency is the fitted concentration of half-maximal effect; % is set by controls: 0 for no effect and ±100 for the full control effect; nearly all actives have a fitted effect of over 65% in size
#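 Smad-responsive CAGA-GFP expression was quantified in HEPG2 cells exposed to compounds and 500 pg/mL final TGF-beta for 18 h at 37 degrees C; unstimulated wells defined full inhibition.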
# S2 tox = reduces viability in counter-screen for ATXN expression inhibitors | 400,000 tested, 0.49% active | Potency, µM (series often up to 56.7 µM), usual class: cytotoxic | S2 cells (HEK-293 line with an ATXN2-luciferase reporter) viability, CellTiter-Fluor protease fluorescence, 24 h; note: potency is the fitted concentration of half-maximal effect; nearly all actives have a fitted effect of over 40% in size
# ATXN2 expr inh = ATXN2 expression inhibition; HEK-293 ATXN2-luciferase reporter, luminescence, 24 h; Potency, µM (titrated, usually from 57 µM), for inactives: top-dose activity change, negative = inhibition, most hits filed as inhibitors; 360,000 tested, 0.72% active; AID 1745845; note: potency is the fitted concentration of half-maximal effect; % is set by controls: 0 for no effect and ±100 for the full control effect; nearly all actives have a fitted effect of over 55% in size
#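 ATXN2-luciferase reporter cells (luciferase flanked by upstream and downstream ATXN2 gene portions) were treated 24 h at 37 °C with compounds at up to 57 uM. SteadyGlo luminescence gave expression; GF-AFC fluorescence gave viability.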
# Nrf2 inh = blocks Nrf2 signaling; A549 ARE-Fluc reporter, luciferase luminescence, 18-24 h; Potency, µM (doses to about 46 µM), for the others: top-dose activity change, negative = inhibition, most hits filed as inhibitors; 360,000 tested, 2.1% active; note: potency is the fitted concentration of half-maximal effect; % is set by controls: 0 for no effect and ±100 for the full control effect; nearly all actives have a fitted effect of over 60% in size
#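 Nrf2 activity is the BugLite luminescence, read 15 min after reagent at room temperature, following CellTiter-Fluor cytotoxicity readout (30 min, 37C). Compound titrations were applied for 18-24 h to 5000 A549 ARE_Fluc cells/well in 5% FBS OPTI-MEM.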
# Active calls of the source: *; i = inactive; ? = inconclusive; · = not tested or not shown; & = joins results of further samples; [ ] = remark or other dose. Unless noted, calls come from the whole dose curve; as a rule, active = well fitted curve in the direction sought with a large enough effect; inconclusive = small, poorly fitted or top-dose-only effect, or another doubt; inactive = no such curve, though single readings can be large; an effect the other way counts as inactive or inconclusive.
SMILES,EPAC2 agonist,IL2 activator,HepG2 viability,Nrf2 ARE act,A549 viability,TGFb SMAD3 inh,S2 tox,ATXN2 expr inh,Nrf2 inh
CN(CC(=O)Nc1cccc(F)c1)C(=O)c1cc2c(s1)CCCCC2,-1%,-2.7,-11%,-0.4%,3%,-9%,i,-10%,-16%
COC(=O)c1ccc(NC(=O)CC2Nc3cc(C)c(C)cc3NC2=O)cc1 (centres undefined),·,·,-98%,0.5%,13%,?,·,·,10%
Cc1ccc(Cl)cc1C1=CC(=O)C[C@H](c2ccc(F)cc2)C1,12%,0.0,-37%,3.7%,0%,-7%,i,-4%,9%
COc1ccc(NC(=O)C(Sc2nnc(-c3ccncc3)n2-c2ccccc2C)c2ccccc2)cc1Cl (centres undefined),1%,2.1,6%,3.4%,6%,4%,i,-6%,-18%
Cc1ccc(NC(=O)C2CCN(S(=O)(=O)c3ccc4c(c3)NC(=O)C(C)S4)CC2)cc1C (centres undefined),-7%,-5.3,-26%,-0.5%,-19%,?,i,?,?
O=C(NCCc1cccc(Cl)c1)c1ccc(OC2CCN(Cc3ccccn3)CC2)cc1,21%,-4.8,-31%,-1.1%,?,-15%,·,?,?
O=C(CNc1ccccc1N1CCCC1=O)Nc1cc(C(F)(F)F)ccc1-n1cncn1,0%,-0.3,4%,-0.4%,2%,16%,i,2%,-5%
CN(CC(=O)Nc1ccccc1C(F)(F)F)Cc1c(O)ccc2ccccc12,-4%,0.3,-57%,16%,2%,?,i,-31%,-6%
Cc1ccc(OCc2n[nH]c(=S)n2-c2ccccc2)cc1C,0%,-0.4,0%,3.0%,3%,-27%,i,-6%,-5%
CCOc1cccc(Oc2ncccc2C(=O)/C(C#N)=C/N(C)C)c1,-1%,-0.2,-8%,0.1%,-16%,-5%,?,0%,-18%
NS(=O)(=O)c1ccc(S(=O)(=O)N2CCN(C3CCCC3)CC2)cc1,9%,0.5,6%,0.3%,1%,7%,i,5%,-5%
CC(=O)Oc1ccc2c(=O)c(-c3nc4ccccc4s3)coc2c1,-4%,-2.2,21%,?,0%,2%,i,32%[activator],10%
COc1ccc(Cc2nnn(CC(=O)O)n2)cc1,1%,-1.3,-5%,-0.1%,-4%,4%,?,-20%,-1%
O=C(/C=C(/c1ccc(Cl)cc1)n1cncn1)c1ccccc1,2%,0.1,4%,?,-3%,9%,i,2%,6%
CCC(C)NCCOCCOc1ccc(Cl)cc1Br (centres undefined),7%,-0.2,13%,3.0%,8%,-24%,i,-28%,3%

# Next section (five carried over from the part before).
SMILES,EPAC2 agonist,IL2 activator,HepG2 viability,Nrf2 ARE act,A549 viability,TGFb SMAD3 inh,S2 tox,ATXN2 expr inh,Nrf2 inh
NS(=O)(=O)c1ccc(S(=O)(=O)N2CCN(C3CCCC3)CC2)cc1,9%,0.5,6%,0.3%,1%,7%,i,5%,-5%
CC(=O)Oc1ccc2c(=O)c(-c3nc4ccccc4s3)coc2c1,-4%,-2.2,21%,?,0%,2%,i,32%[activator],10%
COc1ccc(Cc2nnn(CC(=O)O)n2)cc1,1%,-1.3,-5%,-0.1%,-4%,4%,?,-20%,-1%
O=C(/C=C(/c1ccc(Cl)cc1)n1cncn1)c1ccccc1,2%,0.1,4%,?,-3%,9%,i,2%,6%
CCC(C)NCCOCCOc1ccc(Cl)cc1Br (centres undefined),7%,-0.2,13%,3.0%,8%,-24%,i,-28%,3%
CCOC(=O)C1=C(COC(=O)CNC(=O)c2ccc(Cl)cc2Cl)NC(=O)NC1C (centres undefined),2%,0.8,3%,0.8%,-1%,5%,i,-3%,5%
Cc1ccc(C)c(Cn2c(C(C)O)nc3ccccc32)c1 (centres undefined),10%,-0.4,-7%,-1.5%,-8%,-8%,i,4%,-24%
CCOC(=O)c1cc(OC(=O)c2cc(OC)cc(OC)c2)n(-c2ccccc2)n1,·,·,6%,0.2%,0%,4%,i,1%,-8%
Cc1cccc(C(=O)NC2(C(F)(F)F)N=C(c3ccccc3)N(C3CCCCC3)C2=O)c1 (centres undefined),·,·,8%,-1.7%,-2%,0%,i,9%,-3%
Cc1cc(F)ccc1-c1cc(C(=O)Nc2ccc(F)cc2)[nH]n1,6%,-0.4,-4%,3.7%,·,-2%,i,17%,·
Cc1ccc(Cl)cc1N1CCN(C(=O)CN2C(=O)COc3ccc(S(=O)(=O)N4CCC(C)CC4)cc32)CC1,·,·,-22%,-0.5%,0%,-1%,i,-2%,-6%
Cc1ccc(S(=O)(=O)NC(=O)NN2CCCCCC2)cc1,-6%,0.2,0%,0.0%,0%,17%,i,0%&8%,-29%
Cc1cccc(NC(=O)Cn2c(O)c(N=NC(N)=S)c3ccccc32)c1,8%,-2.7,-28%,1.8%,-2%,?,i,-2%,6%
c1ccc2c(-c3[nH]ncc3CNCCCn3ncc4ccccc43)cccc2c1,14%,-4.2,-8%,0.7%,15%,-16%,i,?,-28%
CCc1nc2c(c(=O)[nH]1)C1(CCCC1)Cc1ccccc1-2,10%,1.4,-7%,-0.3%,5%,-5%,i,0%,-12%
CCCCC1NC(=S)N(C2CCCCC2)C1=O (centres undefined),-5%,1.8,1%,0.1%,-1%,0%,i,-4%,-2%
CCN1C(=NCc2ccc(OC)cc2)N[C@@H](CCc2ccccc2)[C@H](C(=O)NCc2ccc(OC)cc2)[C@H]1C,3%,-0.5,-7%,7.9%,-1%,-3%,?,-2%,4%
CCOc1ccc(NC(=S)N/N=C(\C)Cc2ccc(OC)cc2)cc1,-1%,0.0,2%,7.8%,11%,?,i,1%,3%
O=C(Nc1nc(-c2ccccn2)cs1)C1CC(=O)N(c2ccc3c(c2)OCCO3)C1 (centres undefined),14%,-0.7,-28%,3.7%,-14%,8%,i,-2%,?
O=C(O)C1=NN(c2c(F)c(F)cc(F)c2F)C(=O)CC1,-3%,1.2,6%,-0.1%,2%,2%,i,7%,-5%
COc1ccc(Br)cc1CNC(=O)c1nn(-c2ccc(C)cc2)c(=O)c2c1c1ccccc1n2C,·,·,-13%,0.5%,-9%,8%,i,0%,-16%
Cc1cccc(-c2cc3c(N=O)c4ccccc4c-3n[nH]2)c1,-3%,-1.3,-9%,8.0%,-2%,-16%,i,48%[activator][11.3 µM],?
Cc1cccc(NC(=O)CCNC(=O)c2ccccc2Cl)n1,-2%,-4.3,6%,0.2%,0%,-15%,i,-1%,-4%
O=S(=O)(O)c1cccnc1SCc1ccccc1,4%,-0.1,-14%,0.1%,1%,-15%,i,2%,6%
COc1ccc(NC(=S)NNC(=O)C(C)n2nc(C)c([N+](=O)[O-])c2C)cc1 (centres undefined),4%,-4.1,-2%,-1.4%,16%,0%,i,-14%,·
N/C(=N\OC(=O)CCCOc1ccccc1)c1cccc([N+](=O)[O-])c1,12%,-1.6,-1%,-0.9%,17%,22%,i,-14%,-7%
Cc1ccc(-c2nnn(CC(=O)NC(=O)NC3CCCCC3)n2)cc1,1%,-0.7,-29%,3.6%,7%,?,i,0%,2%
O=C(NCC1COc2ccccc2O1)C1CCCN(S(=O)(=O)c2cccc3nsnc23)C1 (centres undefined),9%,1.0,-94%,0.7%,0%,-18%,i,5%,?
CC(=O)N1c2ccc(S(=O)(=O)N3CCC(C(=O)N4CCN(c5ccccc5)CC4)CC3)cc2CC1C (centres undefined),15%,-0.5,-22%,0.2%,-2%,-21%,?,·,-2%
CCOC(=O)c1c(C)[nH]c(CCC(=O)Nc2c(Cl)cc(OC)cc2OC)c1C,·,·,-19%,5.9%,-17%,-9%,·,·,·
O=C(/C=C/Nc1ccc(F)cc1Br)c1ccccc1,6%,0.2,-38%,?,8%,-3%,i,-55%,?
Cc1ccc(Oc2ncccc2/C=N/O)cc1,-2%,0.4,-1%,0.4%,-8%,8%,i,-4%,-13%
N#CC1=C(S)N=C(N)C(c2nc(-c3ccccc3)cs2)C12CCCC2 (centres undefined),6%,0.6,6%,2.6%,-6%,2%,?,6%,3%
CCN(C(=O)COC(=O)Cc1coc2cc(C)ccc12)c1c(N)n(Cc2ccccc2)c(=O)[nH]c1=O,-2%,-3.9,-24%,1.0%,20%,-12%,i,-4%,0%
COc1ccc([N+](=O)[O-])cc1N(CC(O)CN1CCOCC1)S(=O)(=O)c1ccccc1 (centres undefined),7%,-4.5,-25%,0.1%,-2%,-7%,i,-20%,27%
CCCCNC(=O)[C@H]1N2C(=O)c3c(ccc(OC)c3OC)C2SC1(C)C (some centres undefined),0%,-0.7,2%,0.3%,0%,11%,i,·,-1%
CCc1ccc(C2c3c(-c4ccccc4O)n[nH]c3C(=O)N2Cc2ccncc2)cc1 (centres undefined),·,·,-43%,-1.0%,2%,?,25µM*,-19%,0%
O=C(Cn1cnc2c(nnn2-c2ccccc2)c1=O)NCC1CCCO1 (centres undefined),18%,-1.0,-4%,-0.6%,2%,-6%,i,-5%,4%
CCN(CC)S(=O)(=O)c1ccc(C(=O)NC2=C(C(=O)OC)SCC2)cc1,5%,-2.8,-6%,-0.5%,-2%,8%,i,-6%,·
Cc1ccc(NC(=O)CCN2C(=O)c3ccccc3Sc3ncccc32)cc1,-4%,-2.0,3%&-26%,0.5%&0.6%,9%&0%,-10%&-23%,i,-10%,?
CCOc1ccc(S(=O)(=O)c2c[nH]c3ccccc3c2=O)cc1,14%,1.3,9%&1%,2.4%&3.5%,4%&11%,0%&-2%,i,-9%&7%,-12%&9%
S=c1[nH]nc(-c2cc(-c3ccccc3)n[nH]2)n1/N=C/c1ccc(Cl)cc1,-10%,-0.1,-49%,5.9%,-8%,?,i,0%,?
